Screening data (PubChem BioAssay)
CIT2 TOR yeast: yeast TOR pathway CIT2-GFP modulation; GFP response vs DMSO, % at 10 µM; S. cerevisiae CIT2-GFP strain, flow cytometry, 3 h; 100 means same as DMSO wells; 0.065% of 320,000 active; AID 2029;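 active means GFP response relative to DMSO above a set limit, near the screen mean plus 3 SD, cut at about 150% in these data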;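 further: ratio of well median GFP fluorescence to mean of DMSO wells on the plate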
AGP1-GFP MLPCN: modulators of TOR pathway AGP1-GFP in S. cerevisiae; S. cerevisiae AGP1-GFP multiplex flow cytometry, 3 h; GFP as percent of DMSO wells; GFP response vs DMSO, % at 10 µM; AID 2066; 0.02% of 320,000 active;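 active means GFP response relative to DMSO above a set limit, near screen average plus 3 SD, cut at about 150% in these data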;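 further: median GFP channel fluorescence of the gated AGP1 strain per well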
GLD-1 TGE inh: GLD-1-TGE RNA interaction inhibition (C. elegans) | purified GLD-1 + fluorescein TGE RNA, fluorescence polarization | inhibition, % at 5.96 µM | 0.44% of 320,000 active;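 active means percent inhibition above a per-plate cutoff, the plate mean of test compounds plus 3 SD, cut at about 30% in these data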;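 further: 0% = DMSO wells with GLD-1 and probe and 100% = wells lacking GLD-1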
Target sequence (Q17339 whole entry, looked up): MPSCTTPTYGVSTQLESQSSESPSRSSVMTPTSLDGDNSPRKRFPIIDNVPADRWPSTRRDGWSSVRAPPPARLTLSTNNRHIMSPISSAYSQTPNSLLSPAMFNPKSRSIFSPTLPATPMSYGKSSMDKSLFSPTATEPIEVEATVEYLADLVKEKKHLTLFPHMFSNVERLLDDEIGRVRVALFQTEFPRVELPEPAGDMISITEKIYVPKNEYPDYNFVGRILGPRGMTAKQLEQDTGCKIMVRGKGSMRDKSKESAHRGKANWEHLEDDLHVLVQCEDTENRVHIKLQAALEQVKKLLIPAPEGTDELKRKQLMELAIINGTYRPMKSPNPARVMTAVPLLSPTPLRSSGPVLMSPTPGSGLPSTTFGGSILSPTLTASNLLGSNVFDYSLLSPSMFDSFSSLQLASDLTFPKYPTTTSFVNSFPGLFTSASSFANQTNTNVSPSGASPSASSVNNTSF
VLA-4 inh: inhibition in a human VLA-4 binding assay | 0.2% of 330,000 active | inhibition, % (about 7 µM as worked out from the volumes in the protocol) | VLA-4 expressing cells, ligand binding flow cytometry | P13612; in the data active means inhibition above about 50%
MCL1 BIM primary: MCL1-BIM-BH3 interaction inhibition (human); Q07820; GST-MCL1 / FITC-Bim-BH3 fluorescence polarization; inhibition, % at 10.9 µM; 0.68% of 320,000 active; AID 2057;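 active means inhibition above the mean inhibition of all tested compounds plus 3 SD, set per campaign, cut at about 40% in these data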;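 further: 0% = DMSO wells and 100% = unlabeled Bim-BH3 peptide control; higher means more loss of mP so more displacement of Bim peptide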
Fam108B inh: Fam108B inhibition, counter-screen for RBBP9 inhibitors | 0.33% of 300,000 active | recombinant Fam108B, FP-Rh probe fluorescence polarization | inhibition, % at 9.51 µM | AID 1947;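 active means inhibition above the screen mean inhibition plus 3 SD, computed separately per campaign, cut at about 18% in these data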;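 further: inhibitors lower polarization as less probe binds the enzyme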
Bcl-xL primary: Bcl-xL (human) inhibition | Q07817 | GST-Bcl-xL / FITC-Bim BH3 peptide fluorescence polarization | inhibition, % at 10.9 µM | 0.7% of 320,000 active;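 active means inhibition above the mean of all tested compounds plus 3 SD, cutoff set per campaign, cut at about 30% in these data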;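 further: 0% = DMSO wells and 100% = unlabeled Bim-BH3 peptide competitor; inhibitors lower millipolarization by displacing the labeled peptide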
MEX-5 binding: C. elegans MEX-5 TCR-2 RNA binding activity | Q9XUB2 | MEX-5/FITC-TCR2 RNA binding, fluorescence polarization; stronger effect = lower value | activity score (negative = inhibition of binding), % at 10 µM | 0.38% of 300,000 active;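 active means inhibition past about -25% in most replicates, and total fluorescence under double the plate's negative control median, limit read from the data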;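 further: 0% = DMSO and -100% = 5 µM competing unlabeled TCR2 RNA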
Target sequence (Q9XUB2 whole entry, looked up): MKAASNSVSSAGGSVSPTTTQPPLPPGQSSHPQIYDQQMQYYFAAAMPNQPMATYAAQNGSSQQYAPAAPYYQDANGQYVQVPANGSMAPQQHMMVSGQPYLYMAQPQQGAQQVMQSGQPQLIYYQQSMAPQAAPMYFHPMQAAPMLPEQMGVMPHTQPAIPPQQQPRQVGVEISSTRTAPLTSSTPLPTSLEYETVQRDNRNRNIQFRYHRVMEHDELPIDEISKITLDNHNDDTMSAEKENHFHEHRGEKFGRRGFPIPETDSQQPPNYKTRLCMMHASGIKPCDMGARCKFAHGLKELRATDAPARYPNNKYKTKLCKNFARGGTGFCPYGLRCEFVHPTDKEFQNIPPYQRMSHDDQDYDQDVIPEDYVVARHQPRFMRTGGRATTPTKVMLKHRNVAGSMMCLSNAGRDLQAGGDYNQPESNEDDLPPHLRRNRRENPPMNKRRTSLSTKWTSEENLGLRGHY
GRK2 aptamer HTS: human GRK2 inhibition via aptamer displacement | P25098 | bead flow cytometry, FAM-aptamer displacement from GRK2 | inhibition of aptamer binding, % at 10 µM | 0.59% of 330,000 active | AID 488847;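 active means inhibition of aptamer binding above 40%, roughly 3 SD of noise, on plates passing a quality check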;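 further: median bead fluorescence of bound FAM aptamer so fluorescent compounds give negative values; no value below 0 was filed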
Numbers without * were called inactive; nt = no result given.

SMILES | CIT2 TOR yeast | AGP1-GFP MLPCN | GLD-1 TGE inh | VLA-4 inh | MCL1 BIM primary | Fam108B inh | Bcl-xL primary | MEX-5 binding | GRK2 aptamer HTS
Cc1ccc(S(=O)(=O)N(C)CC(=O)Nc2nnc(CC(C)C)s2)cc1 | 99 | 98 | -2 | 10 | -6 | 4 | -6 | -2.2 | 1
O=C(c1ccc(F)cc1)C(CN1CCOCC1)c1ccccc1 (centres undefined) | 95 | 101 | 2 | -3 | 4 | 2 | -2 | 1.3 | 0
N#CC1=C(N)Oc2cc(N)ccc2C1c1ccc(Cl)cc1 (centres undefined) | 105 | 100 | 0 | -14 | 0 | 3 | 0 | -3.2 | 0
Cc1cc(C(=O)OC2CCOC2=O)c2ccccc2n1 (centres undefined) | 99 | 105 | 5 | 16 | 2 | -1 | 7 | 0.4 | 2
FC(F)(F)C(Oc1nc(Nc2ccc(Cl)cc2)nc(N2CCOCC2)n1)C(F)(F)F | 103 | 100 | 5 | 15 | -7 | -10 | -1 | 0.3 | 4
CC(Oc1ccc(F)cc1)C(=O)Nc1sc2c(c1C(=O)NCc1cccnc1)CCCC2 (centres undefined) | 98 | 111 | 2 | -11 | 4 | 4 | 7 | -0.1 | 0
COC(=O)c1c(C)[nH]c(C(=O)/C=C/c2ccccc2Cl)c1C | 93 | 96 | -1 | 0 | 6 | -2 | 8 | 1.0 | 0
CCCn1c(N2CCN(C(=O)N3CCCCC3)CC2)nc2ccccc21 | 89 | 104 | 6 | 12 | 3 | 0 | 4 | -0.8 | 0
O=C(CSc1nc2cc([N+](=O)[O-])ccc2n1-c1ccccc1)NCc1ccc2c(c1)OCO2 | 95 | 101 | 0 | 0 | 15 | 0 | 12 | 3.1 | 0
C/C(=N\Nc1ccc(C(=O)O)cc1)c1ccc(S(=O)(=O)NCc2ccco2)cc1 | 104 | 101 | 1 | -7 | 2 | 3 | 4 | -0.7 | 0
COc1ccc(CN(C(=O)CNC(=O)c2ccco2)C(C(=O)NCC2CCCO2)c2ccccc2)cc1 (centres undefined) | 98 | 94 | 8 | -5 | -7 | 2 | -3 | -2.7 | 0
O=C(NCc1ccc(Cl)cc1)Nc1ccc(F)cc1 | 81 | 89 | nt | -10 | nt | nt | nt | -0.2 | 0
O=C(CSc1nnc(COc2ccccc2)o1)N1CCCC1 | 103 | 99 | -2 | -8 | 9 | 1 | 10 | 2.3 | 1
CCOCCCNC(=O)C(NC(=O)c1ccccc1O)c1ccccc1 (centres undefined) | 88 | 93 | 0 | 16 | 1 | 1 | 5 | -1.5 | 0
O=C(NC1CCCCC1)c1cc(-c2ccccn2)nc2ccccc12 | 88 | 103 | -2 | -1 | -10 | -2 | -4 | -0.8 | 3
Cc1onc(-c2ccccc2Cl)c1C(=O)N1CCN(C(=O)c2ccco2)CC1 | 106 | 103 | 10 | -3 | 2 | -4 | -4 | -3.6 | 1
CCOC(=O)N/N=C(/C)c1ccc(N2C(=O)C3CCCCC3C2=O)cc1 (centres undefined) | 87 | 90 | 4 | -13 | -2 | 1 | 2 | 1.6 | 3
NC(=O)Nc1ccc(C(=O)OCC(=O)Nc2cccc(S(=O)(=O)NC3=NCCC3)c2)cc1 | 95 | 91 | -1 | -8 | 1 | nt | 5 | nt | 0
COc1ccc(-c2ccc(SCC(=O)NC3CCCCC3)nn2)cc1 | 112 | 108 | 16 | 10 | 3 | -1 | 5 | 1.6 | 0
C/C(Cc1ccccc1)=N\NC(=O)CNC(=O)/C=C\c1ccccc1 | 106 | 107 | 6 | 14 | 12 | 0 | 5 | -0.8 | 1
CSc1ccc(S(=O)(=O)N2CCC(C(=O)N3CCc4ccccc4C3)CC2)cc1 | 88 | 87 | 12 | -4 | 2 | 1 | 0 | 1.0 | 3
O=C(CCS(=O)(=O)c1ccc(F)cc1)Nc1nnc(-c2ccco2)o1 | 95 | 102 | 4 | 15 | 6 | 4 | 4 | -1.1 | 0
CC1CC(=O)Nc2ccccc2N1C(=O)CN1C(=O)C(=O)N(C)C1=O (centres undefined) | 95 | 100 | 13 | -4 | nt | nt | nt | nt | 0
COc1cc(OC)cc(-c2nn[nH]n2)c1 | 101 | 99 | 4 | 23 | 2 | -2 | 2 | -1.2 | 0
CC1CN(CC(O)COc2ccc(C#N)cc2)CCN1CC(O)COc1ccc(C#N)cc1 (centres undefined) | 105 | 104 | 2 | 8 | 6 | 1 | 2 | -1.4 | 0
O=C(NCCN1CCOCC1)c1cc(-c2ccc(Cl)cc2Cl)on1 | 106 | 104 | 7 | 4 | -4 | -3 | 4 | 2.9 | 0
O=C(CCN1CCN(c2ccccc2)CC1)NNC(=O)Cc1ccccc1Cl | 98 | 110 | 1 | 13 | 2 | nt | 0 | nt | 0
O=C(Nc1ccccc1)c1ccc2ccccc2n1 | 101 | 91 | 1 | 1 | -2 | 0 | -4 | -0.6 | 4
Cc1nn(-c2ccccc2)nc1-c1nnc(-c2ccc(C(F)(F)F)cc2)o1 | 109 | 108 | 2 | 5 | -2 | 5 | 6 | 0.9 | 2
CCN(CC)c1ccc(CNC23CN4CN(CN(C4)C2)C3)cc1 | 93 | 97 | 4 | 28 | 12 | 0 | 10 | -0.2 | 0
COc1ccc(OC(=O)/C=C/c2ccc([N+](=O)[O-])cc2)cc1 | 101 | 92 | -4 | -2 | 0 | 3 | 2 | 0.6 | 0
CS(=O)(=O)N1CCc2cc(C(=O)N3CCOCC3)ccc21 | 106 | 108 | 2 | -10 | 6 | 1 | 10 | -1.7 | 0
CCOC(=O)c1nn(-c2ccc3c(c2)OCO3)cc1O | 108 | 103 | -3 | 17 | -4 | -2 | 0 | 0.9 | 0
O=[N+]([O-])c1ccccc1NC1CCN(Cc2ccccc2)CC1 | 83 | 93 | -3 | 3 | 2 | 1 | -1 | -1.0 | 0
Cc1noc(C)c1C(=O)OCC(=O)NC(=O)NC12CC3CC(CC(C3)C1)C2 | 97 | 94 | 8 | -29 | 6 | 0 | 3 | 0.4 | 0
Cc1cc(NC(=O)CN2CCN(C/C=C/c3ccccc3)CC2)c([N+](=O)[O-])cc1C | 94 | 96 | 3 | 18 | -14 | -2 | -5 | 0.4 | 0
O=S(=O)(Nc1cccc(Oc2ccc(Cl)cc2)n1)c1ccc(F)cc1 | 92 | 100 | 0 | 6 | 6 | 3 | 9 | -2.0 | 1
COc1ccccc1C(=O)N1CCN(S(=O)(=O)c2ccccc2)CC1 | 104 | 108 | 1 | -7 | -7 | 1 | 3 | 0.2 | 3
O=C(Nc1cccc(Cl)c1)N1CCCCCC1 | 120 | 115 | 0 | -2 | -9 | 1 | 2 | -0.3 | 3
O=C1/C(=C/c2cccs2)Cc2ccccc21 | 94 | 98 | 3 | 9 | 2 | -4 | 0 | -2.0 | 0
O=C1c2ccccc2C(=O)C12OC2c1ccc(Cl)cc1 (centres undefined) | 119 | 113 | 9 | nt | 2 | 5 | 4 | -0.7 | 1
CCOc1cc(N2CCOCC2)c(OCC)cc1NC(=O)CN1CCc2ccccc2C1 | 106 | 77 | 5 | 11 | 5 | 3 | 5 | 1.8 | 4
Cc1cnc(C(=O)NC(Cc2ccccc2)c2ccccc2)cn1 (centres undefined) | 87 | 97 | 1 | -2 | 5 | 2 | 5 | -0.2 | 1
CCc1ccc2oc(-c3ccc(OC)cc3)cc(=Nc3cccc(C(=O)O)c3)c2c1 | 98 | 98 | 5 | 14 | 3 | -8 | 7 | 0.7 | 4
COc1ccc(OC)c(NC(=O)CSc2nnc(-c3ccncc3)s2)c1 | 99 | 101 | -5 | 3 | 4 | -3 | 2 | -2.2 | 0

Compound profiles, from the list above. Screens in order: CIT2 TOR yeast | AGP1-GFP MLPCN | GLD-1 TGE inh | VLA-4 inh | MCL1 BIM primary | Fam108B inh | Bcl-xL primary | MEX-5 binding | GRK2 aptamer HTS
COc1ccccc1C(=O)N1CCN(S(=O)(=O)c2ccccc2)CC1 as listed: 104 | 108 | 1 | -7 | -7 | 1 | 3 | 0.2 | 3
Cc1noc(C)c1C(=O)OCC(=O)NC(=O)NC12CC3CC(CC(C3)C1)C2 as listed: 97 | 94 | 8 | -29 | 6 | 0 | 3 | 0.4 | 0

Next compounds
SMILES | CIT2 TOR yeast | AGP1-GFP MLPCN | GLD-1 TGE inh | VLA-4 inh | MCL1 BIM primary | Fam108B inh | Bcl-xL primary | MEX-5 binding | GRK2 aptamer HTS
COc1ccc(CCNC(=S)NCCc2ccc(OC)c(OC)c2)cc1OC | 91 | 95 | 4 | 2 | 5 | 1 | 4 | -0.6 | 1
Cc1cc(=O)[nH]c(/N=C(\N)Nc2ccc3c(c2)OCCO3)n1 | 109 | 101 | 1 | -3 | -8 | -1 | 6 | 0.2 | 3
O=C(c1cccs1)N(Cc1ccco1)c1nc(-c2ccc(F)cc2)cs1 | 102 | 95 | 5 | -29 | 0 | -6 | -1 | 0.8 | 0
Cc1ccc(-c2cc(-c3n[nH]c(=S)o3)c3ccccc3n2)cc1 | 100 | 104 | -29 | -29 | -18 | 0 | -12 | 1.1 | 0
CCCOCC1CC2(CC(C)(c3csc(N)n3)OC2=O)C(=O)O1 (centres undefined) | 96 | 100 | 4 | 6 | 10 | -1 | 8 | -1.7 | 1
c1ccc2c(c1)ncn2-c1ncnc2sc3c(c12)CCCC3 | 99 | 100 | -4 | 4 | 5 | -2 | 4 | -0.7 | 0
COc1ccccc1C(=O)n1nc(-c2cccnc2)nc1N | 93 | 94 | -2 | 0 | -3 | -2 | 4 | 1.1 | 1
COc1cc2c(cc1OC)C1=C(C#N)CCC(=NC(=O)c3ccc(Cl)cc3)N1CC2 | 95 | 95 | 0 | 13 | -1 | 2 | 1 | -0.9 | 2
COc1ccc(NC(=S)N(CCN2CCOCC2)Cc2ccccc2F)cc1 | 98 | 94 | 4 | -6 | 11 | -1 | 10 | nt | 0
O=C(c1cccs1)N1CCN(C(=O)c2cn(-c3ccccc3)nc2-c2ccccc2)CC1 | 99 | 100 | 0 | -1 | nt | nt | nt | nt | 1
O=C(NCc1ccccc1F)C1CCCN(S(=O)(=O)N2CCOCC2)C1 (centres undefined) | 103 | 101 | -3 | 13 | 3 | -2 | 6 | 1.0 | 3
O=C(CCC(=O)c1cccs1)OCc1nc2ccccc2s1 | 87 | 96 | 2 | 0 | 5 | -5 | 3 | 0.5 | 0
CS(=O)(=O)N1CCN(C(=O)c2cc(-c3cccs3)nc3ccccc23)CC1 | 103 | 105 | -4 | -2 | 2 | -1 | 0 | 5.8 | 2
O=c1oc2ccccc2c(N2CCCCC2)c1CN1CCCCC1 | 101 | 91 | 3 | 7 | 2 | -5 | 9 | -1.8 | 1
CC(C)NC(=O)NS(=O)(=O)c1cnccc1N1CCCCC1 | 99 | 104 | 0 | 6 | 5 | 2 | -2 | 1.4 | 1
O=C(c1ccccc1Br)N1CCN(c2ccccc2)CC1 | 103 | 102 | 2 | 8 | -9 | 3 | -5 | 3.0 | 2
CCOC(=O)C1(Cc2ccc(OC)cc2)CCN(C(=O)CN2CCN(CC)CC2)CC1 | 96 | 96 | 7 | 5 | 5 | 0 | 3 | -0.7 | 0
O=C(NCCc1ccco1)c1nn(Cc2ccccc2)c(=O)c2ccccc12 | 100 | 105 | -2 | -6 | -1 | 2 | 6 | 0.0 | 1
COc1ccc(CN2CCNC(=O)C2CC(=O)NCCCn2cccn2)c(OC)c1 (centres undefined) | 108 | 100 | 4 | 8 | 11 | 3 | 11 | 2.5 | 1
COC(=O)CNC(=O)CCC(=O)N1CCN(C(c2ccccc2)c2ccccc2)CC1 | 128 | 110 | 1 | -4 | -4 | -7 | 10 | -0.4 | 0
Cc1ccc(/C=C2\SC(=S)N(CCCC(=O)Nc3cc(C)on3)C2=O)cc1 | 103 | 102 | -2 | -14 | 9 | 2 | 6 | 4.4 | 1
